Source: PubChem (The Scripps Research Institute Molecular Screening Center)
PAFAH2 FP inh = inhibitors of human PAFAH2. Q99487. recombinant PAFAH2, FP-rhodamine activity probe, fluorescence polarization. inhibition, % at 3.39 µM. 340,000 tested, 0.99% active. AID 492956;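 active = inhibition above the mean over all tested compounds plus 3 SD, cut at about 30% in these data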;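 note: inhibitors block probe labeling of enzyme so polarization drops; 0% = enzyme with DMSO and 100% = wells lacking PAFAH2 protein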
procasp3 activ = activates human procaspase-3; P42574; activation, % at 8.5 µM; AID 463141; recombinant procaspase-3 D3A, Ac-DEVD-pNA absorbance 405 nm; 330,000 tested, 0.11% active;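 active = activation above the mean of all tested compounds plus 3 SD, cut at about 21% in these data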;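 note: 0% = DMSO alone and 100% = DMSO wells spiked with extra 5 µM PC-3 D3A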
Target sequence (P42574 whole entry D9A/D28A/D175A): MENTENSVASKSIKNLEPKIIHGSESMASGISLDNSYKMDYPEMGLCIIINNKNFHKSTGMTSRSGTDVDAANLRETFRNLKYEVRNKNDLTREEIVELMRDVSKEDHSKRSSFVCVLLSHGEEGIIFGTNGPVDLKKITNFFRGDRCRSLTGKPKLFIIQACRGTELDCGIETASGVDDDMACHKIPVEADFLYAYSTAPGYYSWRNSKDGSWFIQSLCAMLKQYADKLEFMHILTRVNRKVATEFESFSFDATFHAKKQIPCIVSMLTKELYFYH
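Assay system: Autoprocessing-dead procaspase-3 D3A mutant enzyme; also added: Ac-DEVD-pNA; doses: one concentration, 8.5 µM nominal, 0.8% DMSO; times: 1 h compound preincubation, 2 h substrate hydrolysis at 25 °C; technique: 405 nm absorbance of p-nitroaniline, reads at 0 and 120 min; measure: % activation between DMSO and enzyme-spiked controls; repeats: single replicate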
AHR activator = activates the human aryl hydrocarbon receptor | P35869 | AHR-responsive luciferase reporter cells, luminescence | activation, % at 5 µM | 320,000 tested, 2.5% active | AID 2796; in the data active = activation above about 47%;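 note: 0% = vehicle wells and 100% = reference agonist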
CTSL1 counter = counter-screen for PFM18AAP inhibitors: inhibitors of F. hepatica cathepsin L1; recombinant F. hepatica cathepsin L1, Z-Leu-Arg-MCA fluorescence; inhibition, % at 5.96 µM; 300,000 tested, 0.49% active;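 active = inhibition above the mean of all tested compounds plus 3 SD, set per screening campaign, cut at about 17% in these data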;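 note: 0% = plate median of test compound wells and 100% = 1 µM Z-Phe-Ala-diazomethylketone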
PP1 inh = counter-screen for PP5 inhibitors: inhibitors of human PP1-alpha. purified PP1alpha, OMFP fluorescence. 320,000 tested, 0.9% active. inhibition, % at 6.7 µM. AID 2235. P62136;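 active = inhibition above the mean inhibition of all tested compounds plus 3 SD, computed separately for each screening campaign, cut at about 15% in these data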
Target sequence (P62136 whole entry, looked up): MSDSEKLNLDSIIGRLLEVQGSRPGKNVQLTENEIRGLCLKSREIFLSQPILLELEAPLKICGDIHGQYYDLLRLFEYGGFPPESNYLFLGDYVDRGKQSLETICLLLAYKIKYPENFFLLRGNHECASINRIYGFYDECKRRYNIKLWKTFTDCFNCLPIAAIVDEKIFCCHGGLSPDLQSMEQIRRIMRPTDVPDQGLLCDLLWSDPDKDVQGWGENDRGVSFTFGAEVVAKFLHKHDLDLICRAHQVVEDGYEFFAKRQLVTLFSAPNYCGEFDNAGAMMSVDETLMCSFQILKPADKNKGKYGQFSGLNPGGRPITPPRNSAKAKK
HCV core dimer = blocks dimerization of HCV core protein. TR-FRET GST/Flag-core106 dimerization, 1536-well. inhibition, % at 5 µM. 300,000 tested, 0.33% active;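 active = inhibition above the mean of all tested compounds plus 3 SD, set per screening campaign, cut at about 45% in these data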
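test system = GST/Flag-tagged HCV core106 proteins | probe or stimulus = Eu donor and XL665 acceptor anti-tag antibodies | times = compound-protein-antibody incubation 4 h at 22.5 °C | signal = TR-FRET, excitation 340 nm, emission 617 and 671 nm | measure = percent inhibition of core106 dimerization signal | controls = wells lacking GST-core106 and wells with excess unlabelled core106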
proCasp7 act = counter-screen: procaspase-7 (human) activation; P55210; recombinant procaspase-7, Ac-DEVD-pNA absorbance 405 nm; D23A/D198A/D206A triple mutant, cannot self-cleave; scale: DMSO 0, 5 µM enzyme 100; activation, % at 8.5 µM; 330,000 tested, 0.093% active;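 active = percent activation above the screen-wide mean plus 3 SD, cut at about 25% in these data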
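Assay system: Uncleavable procaspase-7 mutant enzyme; Input: 2 µM procaspase-7 mutant as dispensed; Also added: DEVD-pNA substrate; Medium: Zinc-free HEPES pH 7.4 with 300 mM NaCl, 0.01% Triton X-100; Timing: 1 h compound preincubation, 2 h substrate cleavage, 25 °C; Measured by: Epi-absorbance of released pNA at 405 nm, two timepoints.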
PP5 inh = blocks human protein phosphatase 5 activity. P53041. purified PP5c, OMFP substrate fluorescence. inhibition, % at 6.7 µM. 320,000 tested, 0.18% active;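 active = inhibition above the campaign's mean inhibition across all tested compounds plus 3 SD, cut at about 9.5% in these data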;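 note: 0% = DMSO only and 100% = 100 µM cantharidin control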
Target sequence (P53041 whole entry, looked up): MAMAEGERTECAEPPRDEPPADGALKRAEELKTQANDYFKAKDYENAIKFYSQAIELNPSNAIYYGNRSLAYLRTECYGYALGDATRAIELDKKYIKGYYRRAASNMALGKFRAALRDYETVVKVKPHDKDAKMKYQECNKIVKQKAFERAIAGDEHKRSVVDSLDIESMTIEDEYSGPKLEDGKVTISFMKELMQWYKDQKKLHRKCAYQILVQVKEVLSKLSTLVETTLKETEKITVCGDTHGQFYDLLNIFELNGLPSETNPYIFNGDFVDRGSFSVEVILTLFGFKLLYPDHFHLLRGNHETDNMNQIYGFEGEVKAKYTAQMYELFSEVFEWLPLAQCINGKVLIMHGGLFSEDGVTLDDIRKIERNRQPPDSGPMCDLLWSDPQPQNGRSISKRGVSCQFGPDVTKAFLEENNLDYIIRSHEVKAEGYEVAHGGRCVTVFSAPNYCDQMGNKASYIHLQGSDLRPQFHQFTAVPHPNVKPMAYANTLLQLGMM
TPT1 inhibitor = inhibitors of Candida albicans tRNA 2'-phosphotransferase TPT1; recombinant caTPT1, FP RNA substrate dephosphorylation; inhibition, % at 5 µM; 300,000 tested, 0.81% active;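 active = inhibition above the mean of all tested compounds plus 3 SD, set per screening campaign, cut at about 24% in these data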;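 note: plate controls were DMSO alone for no effect and ferristatin control at 100 nM for full effect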
* = called active by the depositor; . = no result given. Random draw from the library; any-hit rate near 5.6%.

SMILES	PAFAH2 FP inh	procasp3 activ	AHR activator	CTSL1 counter	PP1 inh	HCV core dimer	proCasp7 act	PP5 inh	TPT1 inhibitor
COC(=O)CNC(c1ccccc1)c1cc(Br)ccc1NS(=O)(=O)c1ccc(C)cc1 (stereo not given)	-3	-5	-2	4	5	11	3	-1.0	4
COCCn1nnnc1C(c1ccc(OC)cc1)N1CCN(C(=O)c2ccco2)CC1 (stereo not given)	-2	1	-3	7	-1	-2	12	-1.7	-3
COc1ccc(C(CC(=O)N2CCCCC2)c2c(OC)cc(OC)c3c(-c4ccccc4)cc(=O)oc23)cc1 (stereo not given)	18	6	4	0	12	10	12	3.0	-1
C/C(=N\NC(=O)c1nnn(-c2nonc2N)c1CSc1ccc(Cl)cc1)c1ccco1	-9	-1	4	0	-1	-6	1	3.1	2
O=C(NCCCN1CCCC1)c1cc2c(Cl)nc3ccccc3c2s1	-4	0	5	1	-1	-2	7	1.2	-1
COc1cc2c(cc1OC)C(C(=O)Nc1cc(OC)c(OC)c(OC)c1)C(c1cccnc1)N(C)C2=O (stereo not given)	4	1	-1	-5	-2	0	1	3.4	0
O=C(NC1(C(F)(F)F)NC(=O)N(Cc2ccco2)C1=O)c1cccnc1 (stereo not given)	0	5	-4	0	0	-10	-6	0.7	-5
Cc1ccc(S(=O)(=O)NC2CCCCC2)c(C)c1NS(C)(=O)=O	0	0	-1	-3	-4	-2	-1	0.6	1
CN(C)S(=O)(=O)Nc1cc(Cl)cc(Cl)c1	7	7	1	4	-1	0	-7	-1.9	2
Fc1ccc(OCc2nc(-c3ccncc3)n[nH]2)cc1	-2	-4	7	-1	-2	-2	-6	-1.3	4
COc1ccc(OCCNS(=O)(=O)c2cccc([N+](=O)[O-])c2)cc1	6	3	4	-2	0	0	0	-0.3	-2
CSCc1ccc(C(=O)Nc2cccc(C)c2C)cc1	-7	3	7	-3	-1	5	-8	-0.4	-4
NC1=CC(=O)c2cccc3cccc1c23	.	-3	36	1	7	2	-16	-0.2	-43
COc1ccccc1N/C=C1/Sc2cc(Cl)ccc2NC1=O	.	4	10	-1	-1	10	5	-1.2	4
Cc1ccc(NC(=O)CSc2nnc(-c3cccs3)o2)cc1S(=O)(=O)N(C)C	.	11	56*	3	1	-10	18	3.4	3
COc1ccc(N2CCN(C3CCCN(Cc4ccc(F)c(F)c4)C3)CC2)cc1 (stereo not given)	6	-3	1	-4	3	1	6	2.4	-5
O=C(Nc1ccnn1C1CCN(C2CCC2)CC1)c1cccc(F)c1	2	8	0	1	0	9	3	0.2	1
O=C(CCN1C(=O)c2ccc([N+](=O)[O-])cc2C1=O)Nc1ccccc1C(=O)O	7	3	1	1	-4	-5	3	-2.3	-3
O=C(CCc1nnc(COc2ccccc2)o1)NCc1ccccc1C(F)(F)F	9	-3	3	10	-4	-5	5	0.2	-1
CN(C)c1nc2c(c(=O)[nH]c(=O)n2C)n1CCOc1ccccc1	-2	-2	8	-1	-4	-5	-10	-0.7	2
Cn1c(CCNC(=O)OC(C)(C)C)n[nH]c1=S	-1	1	1	0	-3	-2	-7	-1.4	-1
CC(C)NC(=O)CC1(C(=O)NCc2ccc(Cl)cc2)CCCC1	-8	4	5	4	-1	-4	13	-2.0	2
CN(CC(=O)Nc1ccccc1F)CC(=O)Nc1ccccc1Br	-4	-6	0	-2	-5	2	7	0.2	-5
CNc1nc(OCC(F)(F)F)nc(N2CCOCC2)n1	6	-2	2	-3	-1	-2	1	2.5	-5

By substructure: the compounds so far with two or more sulfur atoms.
SMILES	PAFAH2 FP inh	procasp3 activ	AHR activator	CTSL1 counter	PP1 inh	HCV core dimer	proCasp7 act	PP5 inh	TPT1 inhibitor
Cc1ccc(S(=O)(=O)NC2CCCCC2)c(C)c1NS(C)(=O)=O	0	0	-1	-3	-4	-2	-1	0.6	1
Cc1ccc(NC(=O)CSc2nnc(-c3cccs3)o2)cc1S(=O)(=O)N(C)C	.	11	56*	3	1	-10	18	3.4	3

(continued)
SMILES	PAFAH2 FP inh	procasp3 activ	AHR activator	CTSL1 counter	PP1 inh	HCV core dimer	proCasp7 act	PP5 inh	TPT1 inhibitor
N#Cc1ccc(CN2CCN(CC(=O)NCCc3ccc(Cl)cc3Cl)CC2)cc1	18	9	-1	2	3	1	7	-1.4	0
CC(=O)Nc1ccc(NC(=O)CSc2nnc(-c3cccs3)n2C)cc1	2	1	2	-1	1	-3	-12	2.3	0
O=C(NCc1cccnc1)C(=O)NCC1OCCCN1S(=O)(=O)c1ccccc1 (stereo not given)	7	-2	5	1	-3	-8	0	0.2	0
On1c2c(c3c4nonc4ccc31)CCCC2	.	-6	5	1	-5	-6	-13	3.1	-2
OCC1(CCOc2ccccc2)CCN(Cc2ccc(OC(F)F)cc2)CC1	-2	2	0	0	0	11	-4	-0.3	1
CN(CC(=O)Nc1ccccc1F)S(=O)(=O)c1ccc2c(c1)n(C)c(=O)c(=O)n2C	-1	3	3	-2	-3	-4	0	-0.3	0
Cc1cccc(C)c1NC(=O)C1(NC(=O)C2CCCN2C(=O)OC(C)(C)C)CCCCC1 (stereo not given)	-3	-3	-1	-2	2	2	-5	-0.1	-2
CN1C(=O)CC(C(=O)O)SC1=Nc1ccc(F)cc1 (stereo not given)	7	4	-4	0	-3	7	9	0.5	0
COc1cccc2cc(-c3cn4cccc(C)c4n3)c(=O)oc12	-14	-2	36	1	-4	4	10	1.3	4
COC(=O)c1ccc(C23CC4(C2)[C@H](CN(Cc2ccc(C(F)(F)F)cc2)[C@@H]4c2ccccc2)C3c2ccc(Cl)nc2)cc1 (stereo not given in full)	.	5	4	12	1	-2	-3	0.4	2
CCCNC(=O)c1ccccc1NC(=O)c1ccccc1N(C)S(C)(=O)=O	-6	2	-1	-1	0	-9	-7	1.1	-1
COc1cc(C(=O)N=c2sc3c(C)ccc(OC)c3n2C)cc(OC)c1OC	-9	-4	32	6	-1	12	4	1.7	0
COC(C[C@@H](O)C[C@H](O)[C@H](C)OCc1ccccc1)OC	-3	10	0	-1	-2	-6	1	3.4	2
Cc1ccc(CNC(=O)c2ccc(N3CCC4(CC3)CC(c3cccc(Br)c3)=NO4)c(NC(=O)c3c(Cl)cccc3Cl)c2)cc1	-4	7	-1	2	21*	28	6	-0.5	3
CC1=CC(=O)c2c(O)ccc(O)c2C1=O	.	-11	2	18*	28*	70*	-12	2.7	-21
Cc1[nH]c(=O)[nH]c(=S)c1C(=O)Nc1ccc(Cl)c(Cl)c1	-4	-4	4	-3	-2	-5	-18	1.8	-1
COc1ccc(N2CCN(C(=O)Cn3cnc4c(cnn4-c4ccccc4)c3=O)CC2)cc1	1	-4	1	0	-7	-1	3	-3.9	0
CC(=O)N1CCn2c3ccc(C)cc3c3cccc1c32	11	4	71*	1	4	3	5	0.8	0
CC(O)C(NS(=O)(=O)c1ccc(Cl)cc1)C(=O)OCC(=O)N1CCN(c2ccccc2)CC1 (stereo not given)	-11	-4	0	-9	1	-2	-13	2.8	-2
Fc1ccc(N=c2ssnc2Cl)c(F)c1	5	-21	16	-1	-3	8	-28	2.1	-3
CCS(=O)(=O)N1CCC(C(=O)NCCN2CCN(Cc3ccccc3)CC2)CC1	4	7	-1	1	-6	-4	3	-0.2	3
CCOP(=O)(OCC)C(Nc1ccc(OC)cc1)c1ccco1 (stereo not given)	-2	-6	-1	1	-3	-3	1	-3.9	2
CC(=O)c1cn(N2CCCCC2)c(=O)[nH]c1=O	5	2	6	-1	-2	-4	-7	-2.9	2
Nc1ccccc1NC(=O)c1ccccc1N	1	1	8	0	-3	0	0	3.3	2
COc1ccc(C2C(C(=O)Nc3ccccc3)=C(C)Nc3nc(CCCO)nn32)cc1 (stereo not given)	6	3	-1	0	-1	0	1	0.1	1
NC(=O)c1cc(NC(=O)CCCc2nc3ccccc3s2)cc(C(N)=O)c1	2	-3	2	-6	-4	2	-3	5.9	2
Cc1oc(-c2ccccc2F)nc1CS(=O)(=O)CC(=O)NCc1ccco1	8	5	0	-2	-3	-3	-8	2.1	1
COc1ccc(Cl)cc1C(=O)Nc1nnn(C)n1	-1	-2	-3	0	2	-5	13	-1.7	-3
Cc1nc(NCC(c2ccccc2)N(C)C)c2c(C)c(C)sc2n1 (stereo not given)	-8	2	16	3	2	-11	-8	-0.8	0
COc1ccc(CN=Nc2cc(C)nc(NS(=O)(=O)c3ccccc3Cl)n2)cc1	.	3	3	4	-4	9	10	1.9	0
O=C(O)c1cc(N/N=C/c2cccc3ccccc23)ccc1Cl	2	-4	26	1	-3	-3	-11	1.2	4
CCOc1ccccc1CNS(=O)(=O)c1ccc2c(c1)C(C)(C)C(=O)N2C	-3	-1	7	1	1	0	1	1.5	-2
Clc1ncccc1OCc1ccccc1	-6	-16	-2	0	0	2	0	0.8	-4
O=C(OC(C(=O)NC1CCCCC1)c1ccccc1)c1ccco1 (stereo not given)	-14	3	-2	-56	-3	3	1	-0.8	0
Cc1ccc(S(=O)(=O)Cn2nnnc2C(C(C)C)N2CCSCC2)cc1 (stereo not given)	1	2	1	-2	-1	4	2	2.5	-2
COc1ccc(Sc2ccc(-c3nc4cnccn4c3NC3CCCCC3)cc2OC)cc1	2	-15	2	.	.	.	-31	.	.
Cc1ccc(NC(=O)CSc2nc3ccccc3c3nc(CCc4c(C)n[nH]c4C)nn23)cc1F	1	-3	-3	1	11	11	11	2.3	-1
COc1ccccc1NC(=O)COC(=O)CNC(=O)C1CCCCC1	-2	-2	0	.	.	.	-5	.	.
Cc1csc2nc(O)c(C(=O)NCC3CCCO3)c(=O)n12 (stereo not given)	-1	12	4	2	4	-12	8	-0.2	-4
COc1ccc(NC(=O)COC(=O)CC23CC4CC(CC(C4)C2)C3)c([N+](=O)[O-])c1	10	-1	0	4	0	6	5	2.0	1
O=C(O)CCN(Cc1ccccc1)S(=O)(=O)c1ccc(Cl)cc1F	-12	1	-1	-1	3	-2	0	0.7	-2
CCOc1ccccc1NC(=O)c1cc(C(=O)Nc2ccccc2OCC)cc(N2C(=O)CCC2=O)c1	-1	0	9	1	-1	3	9	-0.9	-3
COc1ccccc1NC(=O)CC1C(=O)Nc2ccccc2N1C(=O)c1ccccc1 (stereo not given)	0	4	3	-2	-5	0	-5	-2.1	2
Cc1ccc(C(=O)N2CCN(c3cccc(Cl)c3)CC2)cc1C	-1	-2	-2	-1	-1	7	-1	1.7	1
O=C(Cc1ccc([N+](=O)[O-])cc1)NC(C(=O)O)C(O)c1cccc([N+](=O)[O-])c1 (stereo not given)	9	-5	-4	0	-1	5	-14	1.5	0
CC(C)CCNC(=O)C1(c2cccs2)CCOCC1	-3	7	0	0	-4	-2	8	1.2	-2
CCOC(=O)CC(NC(=O)CCS(=O)(=O)c1ccc2c(c1)n(C)c(=O)c(=O)n2C)c1ccc(C)cc1 (stereo not given)	0	0	-1	1	-3	3	0	-2.7	1
CCCCCCCCCCOC(=O)C[N+](C)(C)C/C=C(/C)Cl	-1	4	-2	-2	3	-5	-4	2.3	-1
